PHOSPHO1 block: inhibitors of human PHOSPHO1 phosphatase; recombinant PHOSPHO1, absorbance phosphatase assay; AID 1565; inhibition, % at 13.3 µM; 290,000 compounds, 1.1% hits; Q8TCT1; in the data active = inhibition above about 60%
OXTR ag: agonists of human oxytocin receptor; AID 2435; CHO-OTR cells, Fluo-8 calcium fluorescence; normalized: DMSO 0%, oxytocin 100%; P30559; 320,000 compounds, 0.32% hits; activation, % at 3 µM;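 active = activation above the mean of all tested compounds plus 3 SD, cutoff set per screening run, cut at about 20% in these data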;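 note: peak over basal fluorescence ratio from a 100 s FLIPR kinetic read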
FID counter: counter-screen for HCV NS3 helicase inhibitors: DNA intercalator displacement | DNA fluorescent intercalator displacement, fluorescence | inhibition, % at 7.9 µM | 290,000 compounds, 0.17% hits; in the data active = inhibition above about 37%;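 note: 0% = vehicle and 100% = reference compound; higher means more ethidium bromide displaced from hairpin DNA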
PfM18AAP inh: blocks P. falciparum M18 aspartyl aminopeptidase; recombinant PfM18AAP, H-Glu-NHMec fluorogenic cleavage; 290,000 compounds, 1.2% hits; AID 1822; inhibition, % at 7.35 µM;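 active = inhibition above the campaign mean inhibition over all tested compounds plus 3 SD, cut at about 28% in these data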;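 note: 0% = plate median of test compound wells and 100% = 2 mM ZnCl2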
GPR7 antag: blocks human GPR7 receptor signaling; GPR7-expressing cells, fluorescence antagonist assay; 290,000 compounds, 1.1% hits; inhibition, % at 4.4 µM; P48145; in the data active = inhibition above about 16%, passing the limit was not always enough;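 note: cells stimulated with the agonist NPW; 0% = agonist with vehicle and 100% = vehicle without agonist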
Target sequence (P48145 whole entry, looked up): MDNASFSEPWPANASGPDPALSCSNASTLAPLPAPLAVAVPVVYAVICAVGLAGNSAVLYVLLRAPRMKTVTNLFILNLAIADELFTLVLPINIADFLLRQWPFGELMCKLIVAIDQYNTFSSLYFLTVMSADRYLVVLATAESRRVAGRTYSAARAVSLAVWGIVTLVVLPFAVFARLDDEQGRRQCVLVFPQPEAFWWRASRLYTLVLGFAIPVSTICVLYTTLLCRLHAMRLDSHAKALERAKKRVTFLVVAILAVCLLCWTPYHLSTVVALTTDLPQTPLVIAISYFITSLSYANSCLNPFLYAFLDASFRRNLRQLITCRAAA
MEKK3 PB1 HTS: raises or lowers MEK5 binding to the human MEKK3 PB1 domain; bead-based flow cytometry, Alexa488-MEK5 binding to MEKK3; actives lie on both sides; 0 = blocked by unlabeled MEK5, 100 = vehicle; binding response (% of control), % at 10 µM; 290,000 compounds, 1.4% hits;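 active = binding response more than 3 SD above or below the average of its plate-row segment, actives on both sides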;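 note: Alexa488 bead fluorescence after subtracting the streptavidin-only scavenger bead signal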
Target sequence (Q99759 whole entry, looked up, the tested form may be a part): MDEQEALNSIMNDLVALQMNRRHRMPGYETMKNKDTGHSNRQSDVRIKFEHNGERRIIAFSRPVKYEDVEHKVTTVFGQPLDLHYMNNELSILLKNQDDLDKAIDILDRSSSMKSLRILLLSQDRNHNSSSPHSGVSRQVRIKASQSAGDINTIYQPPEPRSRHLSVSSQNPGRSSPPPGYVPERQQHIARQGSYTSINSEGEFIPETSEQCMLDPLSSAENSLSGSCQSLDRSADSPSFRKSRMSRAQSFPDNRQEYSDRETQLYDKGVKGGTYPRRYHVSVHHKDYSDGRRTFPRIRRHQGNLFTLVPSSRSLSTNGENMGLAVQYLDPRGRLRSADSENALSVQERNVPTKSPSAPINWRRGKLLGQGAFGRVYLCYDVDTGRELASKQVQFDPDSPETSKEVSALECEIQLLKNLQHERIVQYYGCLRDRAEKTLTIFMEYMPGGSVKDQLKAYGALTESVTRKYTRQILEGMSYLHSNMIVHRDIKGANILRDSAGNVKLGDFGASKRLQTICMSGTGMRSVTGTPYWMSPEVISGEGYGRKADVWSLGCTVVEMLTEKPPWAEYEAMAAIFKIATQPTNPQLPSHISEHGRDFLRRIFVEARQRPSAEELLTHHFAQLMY
MEKK2wt PB1 HTS: raises or lowers MEK5 binding to wildtype human MEKK2 PB1 domain; 290,000 compounds, 1.1% hits; binding response (% of control), % at 10 µM; Q9Y2U5; bead flow cytometry, Alexa488-MEK5 binding to MEKK2 WT; actives lie on both sides; in the data active = binding response below about 67% or above about 130%
NALP1 inh: blocks the NALP1 inflammasome reconstituted in yeast. S. cerevisiae NALP1/ASC/caspase-1 growth, X-gal OD620, 72 h. inhibition, % at 10 µM. 280,000 compounds, 0.61% hits; in the data active = inhibition mostly above about 24%, no sharp cut-off; inactive = mostly below about 32%; note: some compounds called inactive have numbers as strong as hits
MEKK2mut PB1 HTS: signal of MEK5 binding to mutant human MEKK2 PB1 domain. bead flow cytometry, Alexa488-MEK5 binding to MEKK2 mutant. percent response, % at 10 µM. 290,000 compounds, 0.35% hits. AID 1530; in the data active = percent response above about 24%, passing the limit was not always enough; note: inactives centre near 1; some results filed as inactive read as strong as hits; reference of the scale not given here
An asterisk follows results filed as active.

Screening COc1ccc(N2CCN(C(=S)Nc3ccc(C)cc3C)CC2)cc1 returned PHOSPHO1 block -3, OXTR ag 0.4, FID counter -4, PfM18AAP inh 4, GPR7 antag -1, MEKK3 PB1 HTS 105, MEKK2wt PB1 HTS 99, NALP1 inh 6 and MEKK2mut PB1 HTS -6.
CSc1cc(C)c(OCC(=O)Nc2c(C)nn(C)c2C)c(C)c1 was read as PHOSPHO1 block 35, OXTR ag 2.5, FID counter -35, PfM18AAP inh -2, GPR7 antag 2, MEKK3 PB1 HTS 85, MEKK2wt PB1 HTS 85, NALP1 inh 14 and MEKK2mut PB1 HTS -11.
`COc1ccc(/C=N/NC(=O)c2c(C)n(C)c3ccc(OC)cc23)c(OC)c1` gave PHOSPHO1 block -6, OXTR ag 0.9, FID counter -25, PfM18AAP inh -9, GPR7 antag -3, MEKK3 PB1 HTS 82, MEKK2wt PB1 HTS 85, NALP1 inh 25 and MEKK2mut PB1 HTS -2.
`CC(=O)N1c2ccc(Cl)cc2C2OCCC2C1c1ccco1` (stereo not given) gave PHOSPHO1 block 8, OXTR ag -1.4, FID counter -7, PfM18AAP inh -5, GPR7 antag -18, MEKK3 PB1 HTS 90, MEKK2wt PB1 HTS 97, NALP1 inh 0 and MEKK2mut PB1 HTS -9.
For c1ccc2c(c1)OCC(c1nnc3sc(-c4ccc5c(c4)OCO5)nn13)O2 (stereo not given) the results were PHOSPHO1 block 84*, OXTR ag -1.7, FID counter -3, PfM18AAP inh -51, GPR7 antag -4, MEKK3 PB1 HTS 102, MEKK2wt PB1 HTS 104, NALP1 inh 8 and MEKK2mut PB1 HTS 2.
`Cc1csc(CN(C)C(=O)CC2C(=O)NCCN2Cc2ccc(F)cc2Cl)n1` (stereo not given) gave PHOSPHO1 block 28, OXTR ag 0.1, FID counter -28, PfM18AAP inh 12, GPR7 antag -7, MEKK3 PB1 HTS 104, MEKK2wt PB1 HTS 108, NALP1 inh 5 and MEKK2mut PB1 HTS 4.
Screening Cc1cnc(NC(=O)c2cc3c(C)nn(-c4ccccc4)c3s2)s1 returned PHOSPHO1 block 18, OXTR ag -0.1, FID counter -3, PfM18AAP inh 0, GPR7 antag 8, MEKK3 PB1 HTS 104, MEKK2wt PB1 HTS 111, NALP1 inh 28 and MEKK2mut PB1 HTS 10.
CCOC(=O)c1ccc(CN(Cc2ccccc2)S(=O)(=O)c2cccc([N+](=O)[O-])c2)cc1 was read as PHOSPHO1 block -20, OXTR ag 2.0, FID counter 1, PfM18AAP inh -6, GPR7 antag -1, MEKK3 PB1 HTS 96, MEKK2wt PB1 HTS 99, NALP1 inh 6 and MEKK2mut PB1 HTS 9.
Cc1cccc(NS(=O)(=O)c2cccs2)c1 was read as PHOSPHO1 block 6, OXTR ag -1.6, FID counter -6, PfM18AAP inh -13, GPR7 antag 1, MEKK3 PB1 HTS 93, MEKK2wt PB1 HTS 91, NALP1 inh -3 and MEKK2mut PB1 HTS -3.
Screening N#Cc1ccccc1OCC(=O)OCC(=O)N1CCN(C(=O)c2ccco2)CC1 returned PHOSPHO1 block 44, OXTR ag 0.1, FID counter -4, PfM18AAP inh 2, GPR7 antag -1, MEKK3 PB1 HTS 102, MEKK2wt PB1 HTS 94, NALP1 inh 22 and MEKK2mut PB1 HTS -5.
For NS(=O)(=O)c1ccc(NC(=O)c2c(Cl)cccc2Cl)cc1 the results were PHOSPHO1 block 52, OXTR ag -0.4, FID counter 5, PfM18AAP inh -2, GPR7 antag -5, MEKK3 PB1 HTS 88, MEKK2wt PB1 HTS 90, NALP1 inh 10 and MEKK2mut PB1 HTS -2.
O=C(CN1C(=O)NC2(CCCCC2)C1=O)N1CCN(S(=O)(=O)c2cccc(F)c2)CC1 was read as PHOSPHO1 block 8, OXTR ag -0.5, FID counter -14, PfM18AAP inh 4, GPR7 antag -15, MEKK3 PB1 HTS 107, MEKK2wt PB1 HTS 112, NALP1 inh 6 and MEKK2mut PB1 HTS 6.
Screening CC(=O)Oc1ccc(Oc2ccc(-c3noc(C)n3)cc2)cc1 returned PHOSPHO1 block 7, OXTR ag 3.8, FID counter -10, PfM18AAP inh 3, GPR7 antag -10, MEKK3 PB1 HTS 96, MEKK2wt PB1 HTS 98, NALP1 inh 22 and MEKK2mut PB1 HTS -2.
For CC(=O)CCC(=O)OCC(=O)Nc1ccc(SC(F)F)cc1 the results were PHOSPHO1 block -12, OXTR ag 0.7, FID counter 5, PfM18AAP inh -1, GPR7 antag 7, MEKK3 PB1 HTS 102, MEKK2wt PB1 HTS 105, NALP1 inh 2 and MEKK2mut PB1 HTS -1.
For Cc1cccc2sc(NC(=O)[C@@H]3CCCN3C(=O)c3cccs3)nc12 the results were PHOSPHO1 block -16, OXTR ag -1.5, FID counter -11, PfM18AAP inh -5, GPR7 antag 7, MEKK3 PB1 HTS 110, MEKK2wt PB1 HTS 109, NALP1 inh 24 and MEKK2mut PB1 HTS 4.
For CC1=CC(=C(C#N)c2nc3ccccc3s2)C=C(C)N1c1ccc(F)cc1F the results were PHOSPHO1 block -54, OXTR ag 0.3, FID counter -5, PfM18AAP inh -1, GPR7 antag -11, MEKK3 PB1 HTS 104, MEKK2wt PB1 HTS 96, NALP1 inh 6 and MEKK2mut PB1 HTS 4.
`CC(C)(C)c1cc(C(=O)N/N=C/c2ccc(F)cc2)n(-c2ccccc2)n1` gave PHOSPHO1 block 4, OXTR ag -0.6, FID counter -22, PfM18AAP inh -9, GPR7 antag -8, MEKK3 PB1 HTS 102, MEKK2wt PB1 HTS 99, NALP1 inh 45 and MEKK2mut PB1 HTS 3.
`O=C(NN1CC(=O)N(c2cc(Cl)cc(Cl)c2)CC1=O)c1cccs1` gave PHOSPHO1 block 13, OXTR ag 0.1, FID counter -2, PfM18AAP inh 1, GPR7 antag -4, MEKK3 PB1 HTS 95, MEKK2wt PB1 HTS 92 and MEKK2mut PB1 HTS -4.
For CC1CCCN(C(=O)c2ccc([N+](=O)[O-])o2)C1 (stereo not given) the results were PHOSPHO1 block 29, OXTR ag 0.3, FID counter -2, PfM18AAP inh 5, GPR7 antag -5, MEKK3 PB1 HTS 107, MEKK2wt PB1 HTS 111, NALP1 inh 0 and MEKK2mut PB1 HTS 10.
Screening O=C(Cn1cncn1)NCc1cccc2ccccc12 returned PHOSPHO1 block -9, OXTR ag -0.3, FID counter -6, PfM18AAP inh 3, GPR7 antag -7, MEKK3 PB1 HTS 99, MEKK2wt PB1 HTS 98, NALP1 inh 8 and MEKK2mut PB1 HTS -5.
Screening Cc1nc2[nH]c(=S)[nH]c2cc1Br returned PHOSPHO1 block 101*, OXTR ag -0.3, FID counter 1, PfM18AAP inh 12, GPR7 antag 6, MEKK3 PB1 HTS 101, MEKK2wt PB1 HTS 104, NALP1 inh -22 and MEKK2mut PB1 HTS 5.
O=C1NC(=O)/C(=C/c2cccc(O)c2)N1 was read as PHOSPHO1 block -1, OXTR ag 0.6, FID counter -3, PfM18AAP inh 8, GPR7 antag 2, MEKK3 PB1 HTS 105, MEKK2wt PB1 HTS 86, NALP1 inh 14 and MEKK2mut PB1 HTS 4.
S=C(NC1CC1)NC1CCCc2ccccc21 (stereo not given) was read as PHOSPHO1 block 14, OXTR ag -0.3, FID counter -9, PfM18AAP inh -16, GPR7 antag -9, MEKK3 PB1 HTS 107, MEKK2wt PB1 HTS 95, NALP1 inh -5 and MEKK2mut PB1 HTS -14.
COCCNC(=O)CSc1nc2c(n1-c1ccccc1)CCCC2 was read as OXTR ag -0.5, FID counter -14, PfM18AAP inh -1, GPR7 antag 12, MEKK3 PB1 HTS 113, MEKK2wt PB1 HTS 108 and MEKK2mut PB1 HTS 2.

Next section (3 carried over from the part before).
O=C1NC(=O)/C(=C/c2cccc(O)c2)N1 was read as PHOSPHO1 block -1, OXTR ag 0.6, FID counter -3, PfM18AAP inh 8, GPR7 antag 2, MEKK3 PB1 HTS 105, MEKK2wt PB1 HTS 86, NALP1 inh 14 and MEKK2mut PB1 HTS 4.
S=C(NC1CC1)NC1CCCc2ccccc21 (stereo not given) was read as PHOSPHO1 block 14, OXTR ag -0.3, FID counter -9, PfM18AAP inh -16, GPR7 antag -9, MEKK3 PB1 HTS 107, MEKK2wt PB1 HTS 95, NALP1 inh -5 and MEKK2mut PB1 HTS -14.
COCCNC(=O)CSc1nc2c(n1-c1ccccc1)CCCC2 was read as OXTR ag -0.5, FID counter -14, PfM18AAP inh -1, GPR7 antag 12, MEKK3 PB1 HTS 113, MEKK2wt PB1 HTS 108 and MEKK2mut PB1 HTS 2.
`CCOC(=O)C1CCc2sc(N)c(C#N)c21` (stereo not given) gave PHOSPHO1 block 17, OXTR ag 0.1, FID counter -6, PfM18AAP inh 6, GPR7 antag 6, MEKK3 PB1 HTS 104, MEKK2wt PB1 HTS 101, NALP1 inh 21 and MEKK2mut PB1 HTS 4.
`O=C(NC12CC3CC(CC(C3)C1)C2)N1CCN(C(=O)c2ccco2)CC1` gave PHOSPHO1 block -8, OXTR ag -0.1, FID counter -15, PfM18AAP inh -13, GPR7 antag 0, MEKK3 PB1 HTS 99, MEKK2wt PB1 HTS 93, NALP1 inh 4 and MEKK2mut PB1 HTS -1.
Screening CCOC(=O)/C(C#N)=C/c1cn(CCC(=O)O)nc1-c1ccc(OC)cc1 returned PHOSPHO1 block 48, OXTR ag 0.1, FID counter -37, PfM18AAP inh 3, GPR7 antag -2, MEKK3 PB1 HTS 99, MEKK2wt PB1 HTS 93, NALP1 inh 2 and MEKK2mut PB1 HTS -1.
Screening CCC(C)Nc1nc2c(c(=O)[nH]c(=O)n2C)n1CCC(C)C (stereo not given) returned PHOSPHO1 block -1, OXTR ag -1.9, FID counter -22, PfM18AAP inh 0, GPR7 antag -11, MEKK3 PB1 HTS 105, MEKK2wt PB1 HTS 104, NALP1 inh -20 and MEKK2mut PB1 HTS 11.
For CC(C)(C)NC(=O)c1ccc(NC(=O)c2ccccc2-c2ccccc2C(=O)O)cc1 the results were PHOSPHO1 block 34, OXTR ag 0.1, FID counter -38, PfM18AAP inh 1, GPR7 antag -8, MEKK3 PB1 HTS 104, MEKK2wt PB1 HTS 103, NALP1 inh 10 and MEKK2mut PB1 HTS 5.
`CCc1ccc(NC(=O)Cn2nc(C)c([N+](=O)[O-])c2C)cc1` gave PHOSPHO1 block 2, OXTR ag 0.2, FID counter 4, PfM18AAP inh -15, GPR7 antag 3, MEKK3 PB1 HTS 102, MEKK2wt PB1 HTS 97, NALP1 inh 8 and MEKK2mut PB1 HTS -6.
Screening COc1ccc2ncc(S(=O)(=O)c3ccccc3)c(N3CCC4(CC3)OCCO4)c2c1 returned PHOSPHO1 block -1, OXTR ag -2.0, FID counter -28, PfM18AAP inh 1, GPR7 antag -3, MEKK3 PB1 HTS 112, MEKK2wt PB1 HTS 104, NALP1 inh 20 and MEKK2mut PB1 HTS 1.

Structures above with a COOH group, in the order listed:
Screening CCOC(=O)/C(C#N)=C/c1cn(CCC(=O)O)nc1-c1ccc(OC)cc1 returned PHOSPHO1 block 48, OXTR ag 0.1, FID counter -37, PfM18AAP inh 3, GPR7 antag -2, MEKK3 PB1 HTS 99, MEKK2wt PB1 HTS 93, NALP1 inh 2 and MEKK2mut PB1 HTS -1.
For CC(C)(C)NC(=O)c1ccc(NC(=O)c2ccccc2-c2ccccc2C(=O)O)cc1 the results were PHOSPHO1 block 34, OXTR ag 0.1, FID counter -38, PfM18AAP inh 1, GPR7 antag -8, MEKK3 PB1 HTS 104, MEKK2wt PB1 HTS 103, NALP1 inh 10 and MEKK2mut PB1 HTS 5.

The order is random, and some 6.2% of all compounds hit somewhere here.
